# 3CLpro inhibitor: SARS-CoV 3CLpro protease inhibition | recombinant SARS-CoV 3CLpro, quenched FRET peptide cleavage | inhibition, % at 6 µM | 290,000 compounds, 0.14% hits | AID 1706; in the data active = inhibition above about 12%
# Anthrax LF inh2: blocks Bacillus anthracis lethal factor protease. P15917. multiplex microsphere protease cleavage assay, LF. inhibition, % at 10 µM. 360,000 compounds, 0.12% hits. AID 588501; note: plate controls were buffer without enzyme for full effect and enzyme alone for no effect
# BoNT A protease: BoNT A light chain protease inhibition | AID 588499 | inhibition, % at 10 µM | 360,000 compounds, 0.17% hits | multiplex microsphere protease substrate cleavage, flow cytometry; note: plate controls were buffer without enzyme for full effect and enzyme alone for no effect
# BoNT-F LC inh: inhibitors of Botulinum neurotoxin F light chain protease; Multiplex microsphere protease cleavage assay, flow cytometry; inhibition, % at 10 µM; 360,000 compounds, 0.22% hits; in the data active = inhibition above about 35%, passing the limit was not always enough; inconclusive = no clear call, values can overlap the other calls; note: plate controls were buffer without enzyme for full effect and enzyme alone for no effect
# MazEF act: MazEF (E. coli) toxin RNase activation; P0AE70; FAM/BHQ RNA-DNA oligo cleavage fluorescence, 5 h; activation, % at 20 µM; 350,000 compounds, 0.32% hits; in the data active = activation above about 50%
# Target sequence (P0AE70 whole entry, looked up): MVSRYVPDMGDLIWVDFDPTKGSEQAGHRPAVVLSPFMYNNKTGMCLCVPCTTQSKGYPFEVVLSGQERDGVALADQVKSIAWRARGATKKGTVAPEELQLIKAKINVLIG
# CCHF vOTU inh: CCHFV vOTU protease inhibition; Pep-AMC fluorescence; AID 651958; 370,000 compounds, 0.55% hits; inhibition, % at 11.5 µM; in the data active = inhibition above about 30%; note: 0% = vehicle wells with enzyme and 100% = no enzyme wells
# PriA SSB inh: blocks PriA binding to SSB C-terminal tail; AlphaScreen SSBct-PriA binding, biotinylated peptide; 430,000 compounds, 0.6% hits; inhibition, % at 33 µM; in the data active = inhibition mostly above about 37%, no sharp cut-off; inactive = mostly below about 20%;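 note: plate controls were negative control peptide for no effect and reference peptide for full effect; strong numbers were not always called active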
# PrPC surface inh: cell surface PrPC inhibition, primary TR-FRET screen. P04156. TR-FRET read-out. inhibition, % at 13.8 µM. 370,000 compounds, 0.43% hits; in the data active = inhibition above about 24%; note: 0% = median of the test wells and 100% = reference compound wells
# VHR inh abs: inhibitors of human VHR1 phosphatase (DUSP3) | P51452 | AID 1654 | recombinant VHR phosphatase, pNPP absorbance | inhibition, % at 13.3 µM | 290,000 compounds, 0.52% hits; in the data active = inhibition above about 50%; note: some compounds called inactive have numbers as strong as hits
# Target sequence (P51452 whole entry, looked up): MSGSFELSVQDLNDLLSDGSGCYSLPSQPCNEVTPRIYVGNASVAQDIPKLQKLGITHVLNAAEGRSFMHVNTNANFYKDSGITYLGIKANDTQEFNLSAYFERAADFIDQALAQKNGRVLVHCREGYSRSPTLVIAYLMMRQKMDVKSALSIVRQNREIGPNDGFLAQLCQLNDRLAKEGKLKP
# Rv3671c protease: inhibitors of M. tuberculosis serine protease Rv3671c | P9WHR9 | inhibition, % at 5.96 µM | 320,000 compounds, 0.048% hits | AID 2606; in the data active = inhibition above about 38%;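 note: extracellular domain of Rv3671c used as enzyme; 0% = enzyme with DMSO and 100% = no enzyme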
# Target sequence (P9WHR9 whole entry, looked up, the tested form may be a part): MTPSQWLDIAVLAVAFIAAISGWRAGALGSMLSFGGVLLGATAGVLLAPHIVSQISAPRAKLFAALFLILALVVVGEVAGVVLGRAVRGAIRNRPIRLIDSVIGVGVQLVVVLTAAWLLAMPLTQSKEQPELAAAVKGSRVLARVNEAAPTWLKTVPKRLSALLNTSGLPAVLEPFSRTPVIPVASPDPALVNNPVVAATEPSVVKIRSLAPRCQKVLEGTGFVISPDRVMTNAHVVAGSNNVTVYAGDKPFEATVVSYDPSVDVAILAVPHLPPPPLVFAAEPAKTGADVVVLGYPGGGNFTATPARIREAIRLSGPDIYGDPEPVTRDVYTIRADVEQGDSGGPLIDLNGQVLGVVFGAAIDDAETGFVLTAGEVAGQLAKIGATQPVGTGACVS
# An asterisk follows results filed as active; ? = inconclusive; nt = not tested or not shown; & = joins results of further samples. Cut-off read from the data, not from the text of the source, unless noted: active = inhibition above about 30%; inconclusive = no clear call, values can overlap the other calls; inactive = below that.
Molecule	3CLpro inhibitor	Anthrax LF inh2	BoNT A protease	BoNT-F LC inh	MazEF act	CCHF vOTU inh	PriA SSB inh	PrPC surface inh	VHR inh abs	Rv3671c protease
O=C(CC(Nc1ccc(Cl)cc1Cl)C(=O)O)c1ccccc1 (centres undefined)	-3	1	0.1	0	-10	7	-20	-6	17	4
Cc1ccc(CNC(=O)C2CCN(S(=O)(=O)c3ccc4c(c3)CC(C)N4C(=O)C3CC3)CC2)cc1 (centres undefined)	-3	0	0.0	7	-3	2	9	1	4	3
CC(=O)N1Cc2cnnn2-c2ccccc2C1C#N (centres undefined)	nt	-8	-0.2	3	4	20	0	3	nt	nt
CCOC(=O)[C@H]1[C@H]2COc3ccc(Br)cc3[C@H]2N2C(=O)CNC(=O)[C@@]12C	nt	9	0.1	0	8	4	-12	1	nt	-4
CCN(CC)c1ccc(C2NC(=O)NC(C)=C2C(=O)Nc2ccccc2)cc1 (centres undefined)	-2	-3	0.4	8	-22	-1	4	-6	19	-30
COc1cccc(NC(=O)CN(C)C(=O)c2ccccc2OCC(=O)Nc2cccc(C(F)(F)F)c2)c1	nt	-4	-1.7	-16	-1	2	-6	10	nt	-2
Cc1cc(C)n(CC(=O)N/N=C/c2ccccn2)n1	-3	1	-0.4	-8	5	-9	nt	-6	5	6
O=C(O)C1C2C=CC3(CN(C/C=C/c4ccccc4)C(=O)C13)O2 (centres undefined)	-2	0	-0.8	-5	5	-3	-4	2	10	-2
COC(=O)CCC(NS(=O)(=O)OCC(Cl)(Cl)Cl)c1ccccc1 (centres undefined)	4	-13	-0.2	2	1	-2	-8	1	20	-6
Cn1c(=O)c2c(nc(Br)n2CC(=O)c2cccs2)n(C)c1=O	-4	-2	0.2	0	-10	5	-14	2	21	2
CCn1c(=O)c(=O)n(CC)c2cc(S(=O)(=O)Nc3ccc(C)cc3)ccc21	-2	-4	0.0	5	10	11	0	5	18	1
O=C(c1cccc(Cl)c1)C1CCCN(Cc2cccc3cnccc23)C1 (centres undefined)	-1	-5	-4.8	-8	-4	-2	7	-3	26	9
CCOc1cc(C(=S)N2CCCCC2)ccc1OS(=O)(=O)c1ccc(Br)cc1	-2	-12	0.3	-7	2	1	7	7	10	-10
O=S(=O)(c1ccccc1)N1CCC(N2CCCCCC2)CC1	0	-3	0.2	-8	1	-1	-13	6	0	2
Nc1ncnc2c(C3OC(CO)C(O)C3O)scc12 (centres undefined)	nt	4	-0.1	1	12	-75	0	55*	nt	nt
CC(=NNC(=O)c1ccc(NS(=O)(=O)c2cccs2)cc1)c1ccc(OCC(N)=O)cc1	nt	0	-1.1	-5	6	18	-5	7	nt	-3
CC1(C)CC(=O)c2c(O)cc(OCC(=O)Nc3ccc(CCO)cc3)cc2O1	7	-2	-0.6	-16	4	1	4	8	13	-2
COc1ccc(S(=O)(=O)NCCc2cn3nc(C)c(C)nc3n2)cc1	-3	-1	-0.5	-5	-24	-64	0	0	-2	8
O=C(CSc1nc2cc(Cl)ccc2s1)NCC1CCCO1 (centres undefined)	nt	0	0.4	-5	-9	8	-14	-3	nt	0
CC(C)N1CC2=C(OC(N)=C(C#N)C2c2cccnc2)/C(=C/c2cccnc2)C1 (centres undefined)	-3	-1	-1.0	5	64*	-9	-3	3	14	2

Molecule	3CLpro inhibitor	Anthrax LF inh2	BoNT A protease	BoNT-F LC inh	MazEF act	CCHF vOTU inh	PriA SSB inh	PrPC surface inh	VHR inh abs	Rv3671c protease
NC(=S)N/N=C/c1cccc(Br)c1	2	2	-1.2	-7	6	-2	nt	-8	18	6
O=C(CSc1n[nH]c(=O)[nH]c1=O)N1CCCCCC1	-1	-2	-1.2	0	9	21	-2	0	1	-17
N#Cc1nc(-c2ccccc2F)oc1NCc1cccc2c1OCO2	-2	-3	-0.4	-5	1	-14	18	0	16	-15
O=C(O)CCC(=O)N(Cc1ccccc1)Cc1ccccc1	4	-6	-4.7	-10	-36	1	-11	4	12	1
Nc1cc(N)nc(SCc2cc([N+](=O)[O-])cc3c2OCOC3)n1	-1	10	-0.2	5	5	7	6	-11	38	8
CC(C)Cc1ccc(/C=C/C(=O)N2CCOCC2)cc1	1	-1	0.6	0	6	-6	-7	5	20	4
CC(=O)N1CCN(c2ncnc3sc(-c4ccccc4)cc23)CC1	3	2	0.2	-7	5	-4	-13	-12	16	-5
Cc1ccc(C(=O)Nc2nc3nc(-c4ccccc4)cc(=O)n3[nH]2)cc1	-7	-1	-0.3	2	1	-7	1	-1	33	7
CC(C)c1cc(-c2cc(-c3ccc(Cl)cc3)on2)nc(NC2CCCC2)n1	nt	-4	0.1	3	-2	-7	-1	0	0	2
CC(C)CC(=O)Nc1ccc(Nc2ccccc2)cc1	-2	-11	0.6	-50	-20	-5	15	-15	9	0
O=C(CCc1ccccc1)Nc1ccccc1C(=O)N1CCOCC1	9	-3	-0.9	0	-4	15	-7	9	31	3
CCNc1nc(NC(C)C)nc(Nn2cnnc2)n1	3	0	2.2	19	4	-10	-2	-2	16	5
CC1=CN2C(=NC(=O)CC2(C)C(=O)N(CC(=O)NC2CCCC2)Cc2ccccc2)C=C1 (centres undefined)	0	11	6.9	27	2	-120	-6	8	26	-3
O=C(Cn1cnc2ccccc2c1=O)NC1CCCc2ccccc21 (centres undefined)	1	-2	0.2	-11	-1	5	-8	-2	36	5
COC(=O)c1ccc2[nH]c(C3(O)CCCCC3)c(C)c2c1	nt	-5	-1.2	-4	0	19	-2	-1	nt	-2
NC(=S)NC1CCS(=O)(=O)C1 (centres undefined)	2	-2	1.1	-2	5	0	-11	5	2	2
CN(C)C(=O)N1CCCC(C(=O)NCc2ccc(F)cc2Cl)C1 (centres undefined)	1	3	1.7	-1	-1	-13	-20	-2	14	-8
Cc1cc2c(cc1S(=O)(=O)N1CCCCC1)OCC(=O)N2	-5	-5	-0.3	-10	11	-5	-12	-4	21	7
Cc1cc(NC(=O)CN2C(=O)CCSc3ccccc32)no1	0	-3	-0.5	-3	-2	-9	-2	-2	32	2
O=C(O)CSCC(=O)Nc1ccc(C(F)(F)F)cc1	0	-1	-0.6	-5	12	3	3	-5	8	5

Molecule	3CLpro inhibitor	Anthrax LF inh2	BoNT A protease	BoNT-F LC inh	MazEF act	CCHF vOTU inh	PriA SSB inh	PrPC surface inh	VHR inh abs	Rv3671c protease
CCOc1ccccc1N(C)S(=O)(=O)c1ccc2c(c1)N(C(C)=O)CCO2	-1	-2	-0.3	-7	2	-17	2	-2	1	-12
O=C(Nc1cccc(C(F)(F)F)c1)n1cc(-c2ccccn2)c(N2CCOCC2)n1	2	0	-1.4	-8	0	9	-12	5	26	-7
COc1ccc(-c2ccc3oc(-c4ccc(OC)cc4)c(-c4ccc(OC)cc4)c3c2)cc1	nt	-4	-0.1	-5	1	-6	2	5	nt	0
CCOC(=O)C1CCN(C(=O)CCNS(=O)(=O)c2ccc3c(c2)CCN3C(=O)CC)CC1	-2	0	0.5	0	9	1	7	7	10	-3
CCC(C)NC(=O)CNC(=O)c1nn(-c2ccc(OC)cc2OC)c(=O)c2ccccc12 (centres undefined)	2	6	1.1	4	0	2	-10	3	-2	-1
CCOC(=O)c1nn(-c2ccccc2C)c(=O)cc1OCC(=O)Nc1cccc(OC)c1	nt	-2	0.2	-9	2	-4	-9	0	nt	4
Cc1ccc(NC(=O)C(=O)NCC2CCN(C(=O)c3cccc([N+](=O)[O-])c3)CC2)cc1	0	0	-1.4	-2	1	7	-12	-6	18	1
CCN1CCN(S(=O)(=O)Cc2ccccc2)CC1	-1	-1	-0.6	-12	-11	-7	-3	-5	17	-7
Cc1ccc(C(=O)c2ncc[nH]2)cc1	nt	1	-0.1	-8	9	2	18	1	nt	5
CC(OC(=O)c1cc(S(=O)(=O)N2CCOCC2)ccc1F)C(=O)NCC1CCCCC1 (centres undefined)	nt	0	-0.5	-3	10	-5	-4	-1	nt	7
Cn1ccnc1SCC(=O)Nc1ccccc1	-4	1	-0.3	7	1	9	-12	10	3	5
COCCN1Cc2cccc(C(=O)NC(C)c3cccs3)c2C1=O (centres undefined)	2	3	0.4	7	2	6	-11	-1	33	-3
O=C(NC(=S)N1CCN(c2ccccn2)CC1)c1ccccc1	4	-2	-1.0	-8	3	-4	-4	1	-8	4
CCCc1cc(=O)[nH]c(SCC(=O)N2CCN(c3ccccc3)CC2)n1	1	-1	1.3	6	-4	-10	-16	6	-7	5
COc1cc2c(cc1OC)-c1c(OC)c(OC)cc3ccnc(c13)C2=O	-1	2	1.3	-1	8	18	-1	-43	15	5
Cc1ccc(S(=O)(=O)NCCc2ccc(S(N)(=O)=O)cc2)cc1	-5	-6	0.2	0	-3	-7	-10	1	31	2
COc1ccc(NC(=O)CC2Oc3ccccc3NC2=O)c(OC)c1 (centres undefined)	-6	0	-1.7	6	2	-8	-2	4	-1	-6
CCOC(=O)c1cc(-c2ccccc2C)nn1Cc1cc(CC)no1	nt	-2	-0.8	-7	0	6	-65	1	nt	-4
CNC(=O)/C(C#N)=C1\SC(Cc2ccc(F)cc2)C(=O)N1c1ccccc1C (centres undefined)	-1	-23	?	?	-7	-7	-9	2	-10	-5
Cc1ccc(C)c(CN2CCSCC2)c1	-1	2	-1.7	?	-2	-14	-2	-10	1	1

# Arranged by molar mass (ascending): some entries from above.
Molecule	3CLpro inhibitor	Anthrax LF inh2	BoNT A protease	BoNT-F LC inh	MazEF act	CCHF vOTU inh	PriA SSB inh	PrPC surface inh	VHR inh abs	Rv3671c protease
O=C(O)CSCC(=O)Nc1ccc(C(F)(F)F)cc1	0	-1	-0.6	-5	12	3	3	-5	8	5
O=C(NC(=S)N1CCN(c2ccccn2)CC1)c1ccccc1	4	-2	-1.0	-8	3	-4	-4	1	-8	4
COCCN1Cc2cccc(C(=O)NC(C)c3cccs3)c2C1=O (centres undefined)	2	3	0.4	7	2	6	-11	-1	33	-3

# Next records follow.
Molecule	3CLpro inhibitor	Anthrax LF inh2	BoNT A protease	BoNT-F LC inh	MazEF act	CCHF vOTU inh	PriA SSB inh	PrPC surface inh	VHR inh abs	Rv3671c protease
Cc1cc(C)cc(NC(=O)c2ccc(CNc3c(N4CCOCC4)c(=O)c3=O)cc2)c1	-1	2	0.2	-5	-5	8	-8	-7	19	-1
O=C(NCCCc1ccccc1)C1CCN(c2nnc(-n3cccc3)s2)CC1	-1	-3	-0.9	-6	4	1	-7	-4	17	-11
CCNC(=O)NC1(C(=O)Nc2ccc3c(c2)CCC3)CCCCC1	3	2	-1.2	?	8	15	-21	1	6	2
Cc1cc(C)c(C#N)c(SCc2cc3c(cc2Cl)OCO3)n1	-8	2	-0.6	-4	3	2	-15&0&-22	6	17	-2
Cc1cncc(N2CCN(c3ccccn3)CC2)n1	nt	-2	0.0	-4	nt	2	nt	0	nt	nt
O=C(NCc1ccco1)c1ccc(COc2ccc(Cl)cc2)cc1	4	-3	-0.6	-2	1	9	-10	13	-7	-16
O=C(CC1SC(=O)N(c2ccccc2)C1=O)Nc1cccc2ccccc12 (centres undefined)	5	-8	-0.9	-19	5	-3	-8	10	7	-8
Cc1ccc([N+](=O)[O-])cc1NC(=O)CCSc1ccc(Cl)cc1	3	-3	-0.8	6	-1	6	-9	-1	-4	-13
O=C(C1=C(O)C(=O)N(CCN2CCOCC2)C1c1ccc([N+](=O)[O-])cc1)c1cc2ccccc2o1 (centres undefined)	-1	-2	-0.6	0	-12	nt	-8	nt	1	4
COCCn1c(-c2ccco2)csc1=Nc1cccnc1	0	-5	4.1	-28	-9	nt	-5	nt	10	5
NC(=O)c1nnsc1-c1ccco1	nt	0	-0.2	5	5	-18	-15	-8	nt	nt
C=CCN1C(=O)/C(=C/c2ccc3c(c2)CCCN3CCC)C(=O)NC1=S	5	5	6.3	6	16	12	1	-12	12	-11
COC(=O)N/N=C/C1=CCC2CC1C2(C)C (centres undefined)	1	2	0.1	0	10	-11	nt	-4	20	3
COc1ccc(N/N=C2/CCCCC2=O)cc1	2	-9	-0.1	-3	-3	18	nt	13	-6	-6
CCCOP(=O)(c1ccc(N(C)C)cc1)C(Nc1ccccc1)c1ccc(C)cc1 (centres undefined)	2	11	?	?	4	14	-4	1	20	5

# Bioassay records: PubChem, several laboratories

# The list is partial; the hit share may differ from the screen's.
